hgDAF12 agonist = agonists of H. glycines DAF-12 nuclear receptor. hit rate 1.8% among 370,000. HEK293 GAL4-hgDAF12 UAS-luciferase reporter, agonist luminescence; normalized to butyrate control. activation, % at 6.8 µM;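 active = activation above a cutoff set at the mean of all screened compounds plus 3 SD, cut at about 10% in these data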;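 also: 0% = DMSO wells and 100% = sodium butyrate wells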
ssDAF12 agonist = S. stercoralis DAF-12 activation, primary screen; hit rate 1% among 370,000; HEK293 ssDAF-12/GRIP1 lit1-tk-luc reporter, luminescence; % of 3 µM dafachronic acid response; activation, % at 6.8 µM;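 active = activation above the mean over all tested compounds plus 3 SD, cut at about 0.9% in these data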;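 also: 0% = DMSO-only wells and 100% = 3 µM delta7-dafachronic acid wells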
PG9 Ab binder = PG9 antibody binding by small molecule. hit rate 0.43% among 360,000. TR-FRET gp120-PG9 antibody binding. AID 624416. inhibition, % at 6.7 µM; in the data active = inhibition above about 8.5%
SMARCA2 activ = activators of SMARCA2 function | MG213 cells, MMTV-luciferase reporter, dexamethasone, overnight | activation, % at 9.1 µM | hit rate 1% among 370,000 | AID 652017; in the data active = activation above about 7.8%;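 also: 0% = vehicle wells and 100% = reference activator wells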
DAX1 inh-1 = inhibitors of DAX1 repression of SF-1 activated StAR promoter; HEK293T StAR-luciferase reporter, SF-1/DAX-1 repression relief; AID 652010; inhibition, % at 6.8 µM; hit rate 1.1% among 370,000;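 active = inhibition above the mean over all tested compounds plus 3 SD, cut at about 3.6% in these data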;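 also: 0% = DAX-1 cells with DMSO and 100% = cells lacking DAX-1 with DMSO; higher inhibition means more luminescence from relief of DAX-1 repression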
NPR1 activator = GC-A (human) enzyme activation; HEK293 GC-A cells, cGMP TR-FRET, EC30 ANP; 0% at EC30 ANP, 100% saturating ANP; AID 1671463; hit rate 0.14% among 370,000; activation, % at 10 µM; in the data active = activation above about 40%
DAX1 inh-2 = NR0B1 (DAX1) inhibition; P51843; HEK293 Gal4-DAX1 luciferase reporter, luminescence; inhibition, % at 6.75 µM; hit rate 0.99% among 340,000; AID 504766;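 active = inhibition above the mean over all tested compounds plus 3 SD, cut at about 4.2% in these data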;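 also: 0% = DAX1-transfected cells with DMSO and 100% = empty-vector control cells with DMSO; inhibition shows as a rise in luminescence from relieved DAX1 repression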
Target sequence (P51843 207-470 limits assumed): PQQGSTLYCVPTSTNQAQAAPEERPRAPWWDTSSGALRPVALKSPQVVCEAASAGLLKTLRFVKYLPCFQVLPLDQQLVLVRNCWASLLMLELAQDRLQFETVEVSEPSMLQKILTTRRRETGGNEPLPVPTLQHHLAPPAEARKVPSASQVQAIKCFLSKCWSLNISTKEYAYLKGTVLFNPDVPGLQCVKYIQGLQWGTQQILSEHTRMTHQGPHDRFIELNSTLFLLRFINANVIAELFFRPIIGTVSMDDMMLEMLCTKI
FXN GAA850 act = frataxin GAA850 promoter activation | HEK293 lucGAA850 FXN promoter luciferase reporter, 24 h; percent of 10 µM SAHA response | activation, % at 6 µM | hit rate 0.56% among 360,000 | AID 540364;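 active = activation above the average of all compounds screened plus 3 SD, cutoff fixed separately per campaign, cut at about 7.5% in these data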;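 also: 0% = DMSO wells and 100% = 10 µM SAHA wells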
ADAM10 inh = ADAM10 inhibition, QFRET primary screen; hit rate 0.62% among 370,000; inhibition, % at 7 µM; O14672; AID 720582; recombinant ADAM10, EDANS/DABCYL FRET peptide cleavage, 3 h;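 active = inhibition above a per-campaign cutoff equal to the mean of compounds falling between control-based bounds plus 3 SD, cut at about 20% in these data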;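 also: 0% = DMSO wells while the 100% control is not disclosed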
ADAM17 inh = ADAM17 inhibition, QFRET primary screen; recombinant ADAM17, EDANS/DABCYL FRET peptide cleavage; inhibition, % at 6.95 µM; hit rate 0.83% among 370,000; AID 720648;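 active = inhibition above the mean of compounds lying between control limits plus 3 SD, set per campaign, cut at about 8.5% in these data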;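 also: 0% = DMSO-only wells as the low control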
Target sequence (P78536 215-824 limits assumed): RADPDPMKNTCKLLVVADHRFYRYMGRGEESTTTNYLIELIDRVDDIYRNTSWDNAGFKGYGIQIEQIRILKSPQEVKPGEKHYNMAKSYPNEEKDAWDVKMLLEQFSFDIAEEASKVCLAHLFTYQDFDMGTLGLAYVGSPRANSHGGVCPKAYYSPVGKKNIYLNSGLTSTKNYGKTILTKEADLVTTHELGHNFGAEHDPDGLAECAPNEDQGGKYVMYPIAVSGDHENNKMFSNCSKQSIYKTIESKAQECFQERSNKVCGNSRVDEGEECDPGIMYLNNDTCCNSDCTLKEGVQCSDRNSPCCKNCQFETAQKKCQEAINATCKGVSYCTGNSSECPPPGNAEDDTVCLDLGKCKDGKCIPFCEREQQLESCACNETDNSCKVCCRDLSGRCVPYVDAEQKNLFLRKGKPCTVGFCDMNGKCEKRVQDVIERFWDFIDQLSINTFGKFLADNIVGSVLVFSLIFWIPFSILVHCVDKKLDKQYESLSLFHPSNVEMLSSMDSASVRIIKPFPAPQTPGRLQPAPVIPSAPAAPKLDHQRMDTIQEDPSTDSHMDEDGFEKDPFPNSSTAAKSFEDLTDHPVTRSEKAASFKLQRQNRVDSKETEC
hcDAF12 agonist = H. contortus DAF-12 activation, primary screen; HEK293 hcDAF-12 lit1-tk-luc reporter, luminescence; 0% DMSO, 100% Δ7-dafachronic acid; activation, % at 6.8 µM; hit rate 1.4% among 370,000;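 active = activation above the mean of all tested compounds plus 3 SD, cut at about 5.5% in these data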;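 also: 100% = response to 3 µM Δ7-dafachronic acid high control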
An asterisk follows results filed as active; . = not tested or not shown.

SMILES | hgDAF12 agonist | ssDAF12 agonist | PG9 Ab binder | SMARCA2 activ | DAX1 inh-1 | NPR1 activator | DAX1 inh-2 | FXN GAA850 act | ADAM10 inh | ADAM17 inh | hcDAF12 agonist
N#Cc1cccc(NC(=O)Cc2ccsc2)c1 | 1.0 | -0.5 | 1.1 | -2 | 0.1 | 3 | -0.4 | 4.0 | -7 | -3 | 2.2
OCCN1CCN(c2cnc(-c3ccsc3)cn2)CC1 | 17* | 0.6 | -1.4 | 2 | 5.9* | 2 | . | 2.5 | -158 | -39 | 5.2
COc1ccc(CCN(C)C2CCCN(C(=O)CCSC)C2)cc1OC (stereo not given) | -0.1 | -1.9 | -1.1 | 0 | -0.1 | -1 | 3.3 | -0.8 | 2 | 1 | -0.7
Cc1ccccc1NC(=O)COC(=O)Cc1cccc(C(F)(F)F)c1 | 2.5 | -0.6 | -3.0 | 0 | -0.2 | 2 | -1.5 | -5.3 | -3 | 0 | 1.6
COCCN1C(=O)N(c2ccc(Cl)cc2)C(=O)C1CC(=O)Nc1cc(OC)cc(OC)c1 (stereo not given) | -3.6 | -1.9 | 0.8 | 3 | -0.3 | 1 | -2.3 | -1.1 | 12 | 1 | -1.3
CC(C)C(NC(=O)c1ccccc1NC(=O)C(C)(C)C)C(=O)N1CCOCC1 (stereo not given) | 2.6 | -1.6 | 0.2 | -1 | -0.6 | 2 | -0.2 | 0.8 | -17 | 1 | -0.9
CCOCCc1nnc(NC(=O)C(CC)c2ccccc2)s1 (stereo not given) | -1.3 | -1.8 | -0.3 | -2 | -0.6 | 0 | 1.1 | -1.8 | -8 | -6 | -2.2
O=S(=O)(NNc1nccc(C(F)(F)F)n1)c1cccc(Cl)c1Cl | 1.0 | -0.4 | 0.5 | 2 | -0.1 | 0 | -2.6 | -0.6 | -5 | -2 | 2.0
C=CCC1C=C(C)CC(CC=C)N1 (stereo not given) | 2.9 | 0.1 | -2.2 | 1 | -0.6 | -1 | -0.6 | 3.3 | 0 | -3 | -0.2
COc1ccc(C(=O)Nc2ccc3[nH]ncc3c2)cc1OC | -1.1 | -0.8 | 0.0 | 1 | 0.3 | 3 | 0.5 | 4.5 | 6 | 0 | -1.1
Cc1ccc(C2CC2c2n[nH]c(=S)n2-c2ccc(C)cc2)cc1 (stereo not given) | 0.1 | -0.1 | 3.1 | -3 | -0.1 | -6 | 0.1 | 0.9 | 14 | 1 | -0.7
O=C(N[C@@H](Cc1cccnc1)C(=O)N1CCC[C@H]1C(=O)NC1CCCC1)C1CCCC1 | 0.9 | -1.1 | -0.9 | -2 | 0.3 | 2 | . | . | -2 | -2 | 0.5
COC(=O)c1ccc(S(=O)(=O)N2CCN(C(c3ccccc3)c3ccccc3)CC2)n1C | -2.2 | -0.9 | 0.2 | -3 | -0.2 | -3 | 0.7 | 0.6 | 5 | -4 | 0.5
OCC[C@@H]1C[C@H](O)[C@@H](O)[C@]2(OCc3cc(C(F)(F)F)ccc32)O1 | -0.3 | -1.3 | 0.3 | 2 | 0.4 | 1 | . | . | -1 | 7 | 0.7
CCn1c(=O)c2c(nc(SCc3ccccn3)n2C)n(C)c1=O | 3.2 | -0.7 | -1.9 | 4 | 0.3 | 4 | 0.5 | 1.6 | 3 | 2 | -1.9
O=C(Nc1ccccc1)C1=C[C@@H](C2CC2)C[C@@H](OCc2ccc(CO)cc2)O1 | 5.4 | -0.5 | -2.6 | 4 | 0.4 | -2 | 1.7 | 7.0 | 8 | 0 | 1.9
CCC(Cc1ccccc1)NC(=O)CSc1ccsc1[N+](=O)[O-] (stereo not given) | 0.1 | -1.2 | -0.3 | -2 | -0.4 | -1 | 0.3 | -2.5 | -12 | 0 | -2.2
CCOCCn1c(SC(C)C(C)=O)nc2c1c(=O)[nH]c(=O)n2C (stereo not given) | 0.8 | 0.0 | -4.1 | 3 | -0.4 | -2 | 1.4 | 3.3 | -6 | -3 | -0.3
COc1ccc(OC)c(NC(=O)c2cc(-c3ccc(F)cc3OC(C)C)n[nH]2)c1 | -2.1 | -1.4 | -0.3 | -3 | -2.5 | 3 | . | 0.2 | 17 | 8.8* | -0.1
CCCCN1CC(N2CCN(C(=O)c3ccco3)CC2)CS1(=O)=O (stereo not given) | 1.6 | -1.0 | -0.5 | -4 | -0.4 | 0 | . | . | -11 | -7 | -1.1
CC(NC(=O)Cc1ccsc1)c1ccc(Cl)cc1Cl (stereo not given) | -0.3 | -0.9 | -2.1 | 2 | -0.2 | -10 | 0.3 | -1.0 | 3 | 1 | -1.3
CCOC(=O)Cc1csc(NC(=O)Cc2ccccc2[N+](=O)[O-])n1 | 2.2 | 0.4 | -1.9 | 2 | 0.9 | 7 | 0.2 | 1.6 | -2 | -4 | 3.8
O=S(=O)(Nc1ccon1)c1cc(Cl)ccc1Cl | -1.2 | -0.1 | -1.3 | -4 | 0.6 | -3 | 1.2 | 0.0 | 6 | 3 | 0.6
OC1(c2ccccn2)COc2ccccc2O1 (stereo not given) | -0.4 | -1.4 | -1.1 | 1 | -0.2 | 3 | 0.8 | -0.8 | 3 | -2 | 0.1
Cc1c(C(=O)NCCCc2ccccc2)cccc1[N+](=O)[O-] | 1.3 | -2.0 | -3.2 | 8.1* | 0.1 | -2 | 1.0 | 3.7 | 6 | 0 | -2.2
Cc1cc(Br)cn2c(Cc3cccc(F)c3)c(C3CCCCC3)nc12 | -2.3 | -1.0 | -1.6 | 1 | -0.2 | -2 | . | . | -4 | -3 | -0.5
FC(F)(F)Oc1ccc(Nc2nc(N3CCOCC3)nc(N3CCOCC3)n2)cc1 | 4.1 | -1.1 | -0.1 | -1 | 0.0 | 2 | 0.0 | 3.5 | -9 | -4 | 0.9
O=C(c1nn(Cc2ccccc2)c(=O)c2ccccc12)N1CCc2ccccc2C1 | 0.9 | -0.9 | -0.1 | 0 | 0.7 | 7 | 0.0 | 1.8 | 9 | -4 | 0.9
CCOc1ccc(CNCCCSc2ncccn2)cc1OC | -0.9 | -0.7 | -1.3 | -2 | 0.3 | -1 | -0.4 | 1.3 | -2 | 1 | -1.1
O=C(CCNS(=O)(=O)c1ccc(OC(F)(F)F)cc1)Nc1cccc(S(=O)(=O)N2CCCC2)c1 | -3.4 | -1.3 | 0.2 | -2 | 0.1 | -3 | -0.5 | -1.5 | 2 | 4 | -1.0
NC(=O)C1CCCN(C(=S)Nc2ccccc2)C1 (stereo not given) | 0.8 | -1.6 | -0.1 | -2 | -0.7 | -2 | -0.6 | 3.3 | -6 | 0 | -3.4
O=C(NCc1ccccc1)C1C(c2ccc3c(c2)OCO3)=Nc2ccccc2N1C(=O)c1ccco1 (stereo not given) | 4.1 | -0.8 | -1.1 | 1 | 1.4 | 3 | . | . | -18 | -1 | 2.7
COc1ccc(CCNc2nnc(C)c(=O)[nH]2)cc1OC | 0.1 | -1.0 | -1.2 | -3 | 0.2 | 2 | -0.5 | 2.0 | 2 | 0 | -0.7
Cc1ccc(SCC(=O)N2CCc3ccccc32)cc1 | 6.3 | -0.8 | -0.5 | 6 | 0.5 | -7 | 1.6 | 6.8 | 2 | 0 | -1.1
C=CCN1C(=O)[C@@H](CC(=O)N2CCN(C(=O)OCC)CC2)[C@]2(C(=O)OC)CCCCC=C12 | 0.2 | -1.0 | . | -3 | -0.5 | 2 | . | . | -6 | -5 | 2.6
Cc1cc(C)nc(NS(=O)(=O)c2ccc(NS(=O)(=O)c3ccc(F)c(F)c3)cc2)n1 | -0.4 | -1.7 | -0.1 | -4 | -0.4 | 6 | 0.4 | -0.9 | -16 | -2 | 0.3
Cc1ccc(OC(=O)c2ccc(N3CCOCC3)c([N+](=O)[O-])c2)cc1 | 2.6 | -0.1 | -0.5 | 0 | 0.0 | 8 | 0.1 | -1.8 | 7 | 2 | 0.8
C(=N\n1cnnc1)/c1ccccn1 | -1.8 | -1.2 | -0.1 | -3 | 0.2 | -2 | -0.2 | 0.9 | -1 | -7 | 1.7
O=C(Nc1ccccn1)C(c1ccccc1)c1ccccc1 | 3.6 | -0.6 | 1.2 | -7 | -0.1 | -11 | 4.0 | -4.0 | -10 | 1 | 2.1
CN(Cc1ccccn1)C(=O)C1CCC(=O)N(Cc2cccc(F)c2)C1 (stereo not given) | 0.9 | -0.5 | -0.3 | 0 | 0.0 | -1 | -0.3 | 0.4 | 0 | 1 | 1.6
O=C1CN(C(=O)/C=C/c2cccc(Cl)c2)c2ccccc2N1 | -1.2 | -1.8 | -0.4 | 2 | -0.3 | -13 | 0.2 | 3.2 | 3 | 3 | -2.7
CC(C)c1ccc(NC(=O)COC(=O)c2c[nH]c(=O)[nH]c2=O)cc1 | 0.5 | -0.8 | -1.9 | 4 | 0.2 | 2 | 0.8 | 2.9 | -1 | 0 | 1.6
O=C(NCCc1ccc(F)cc1)C1CCCO1 (stereo not given) | -0.6 | -0.8 | -0.6 | -1 | -0.1 | 3 | -0.5 | 2.3 | -4 | 2 | -1.0
O=C(c1ccco1)N1CCN(C(=O)c2cnn(-c3ccc(Cl)cc3)c2C2CCNCC2)CC1 | -0.8 | -0.8 | -1.0 | 1 | 0.0 | 0 | 0.2 | 2.4 | -4 | -2 | 2.2
CCn1c(SCC(=O)N2CCC(C)CC2)nnc1-c1ccco1 | 1.3 | -0.7 | -0.2 | -2 | -0.1 | -7 | -0.2 | 3.8 | -11 | -6 | -0.6
Cc1ccc(/C([O-])=C(/C(=S)NCc2ccco2)[n+]2ccccc2)cc1[N+](=O)[O-] | 4.2 | -1.5 | -2.9 | -1 | 0.7 | -3 | 0.5 | -1.4 | 0 | -2 | -0.2
CCOc1ccccc1CNC(=O)c1ccc(Sc2ccc(Cl)cc2)c(NC(C)=O)c1 | -1.3 | -1.3 | -1.3 | -2 | -0.2 | 3 | -1.1 | 2.2 | 10 | 5 | -0.4
Clc1cc(Cl)cc(Nc2ccccc2CN(C/C=C/c2ccc3c(c2)OCO3)Cc2ccccc2)c1 | -0.5 | -0.8 | 0.5 | -4 | 1.7 | 2 | 0.0 | 1.5 | -7 | 2 | -0.1
COc1cc(/C=C(/NC(=O)c2ccccc2)C(=O)N2CCOCC2)c([N+](=O)[O-])cc1OC | -0.7 | -1.2 | -0.8 | -1 | -1.0 | -2 | 0.8 | -0.5 | -37 | -11 | -1.7
N#CCSc1ccc(-c2nc3ccccc3[nH]2)cn1 | 11* | -0.1 | -0.4 | 0 | 2.7 | 1 | -0.3 | 7.8* | -69 | -26 | 1.8
COC1OC2COC(c3ccccc3)OC2C(NC(C)=O)C1OC(C)=O (stereo not given) | -1.2 | -1.3 | -1.0 | -5 | 1.7 | 3 | 2.0 | -0.4 | 11 | 6 | 0.9
O=C(Cc1cn2ccsc2n1)Nc1nc2c(s1)CCCC2 | -0.4 | -1.3 | 1.4 | 3 | -0.1 | -7 | -0.7 | -2.1 | 10 | -1 | -1.8

Given as tab-separated lines: part of the list above.
structure	hgDAF12 agonist	ssDAF12 agonist	PG9 Ab binder	SMARCA2 activ	DAX1 inh-1	NPR1 activator	DAX1 inh-2	FXN GAA850 act	ADAM10 inh	ADAM17 inh	hcDAF12 agonist
CCn1c(SCC(=O)N2CCC(C)CC2)nnc1-c1ccco1	1.3	-0.7	-0.2	-2	-0.1	-7	-0.2	3.8	-11	-6	-0.6
Cc1ccc(/C([O-])=C(/C(=S)NCc2ccco2)[n+]2ccccc2)cc1[N+](=O)[O-]	4.2	-1.5	-2.9	-1	0.7	-3	0.5	-1.4	0	-2	-0.2

Compound activity from PubChem.

Rows were taken by chance. About 6.8% of those tested had a hit in this group.
